From PubChem BioAssay
NPYLR7 agonist: mosquito NPYLR7 agonism | HEK293T NPYLR7/Galpha15, GCaMP6s calcium fluorescence | activation, % at 10 µM | 270,000 tested, 0.15% active | AID 1259423; in the data active means activation above about 40%;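 further: 0% = vehicle and 100% = reference agonist at the receptor; some compounds past the cut are filed as inactive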
mcGAS inh: inhibitors of mouse cGAS; recombinant cGAS, Kinase-Glo ATP depletion luminescence; Q8C6L5; 160,000 tested, 0.15% active; inhibition, % at 12.5 µM;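 further: 0% = negative control wells and 100% = reference inhibitor with no enzyme activity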
hcGAS lum: blocks human cGAS activity | inhibition, % at 12.5 µM | recombinant h-cGAS, ATP depletion, Kinase-Glo luminescence | 290,000 tested, 0.081% active;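 further: 0% = vehicle reaction and 100% = reaction without DNA for no activity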
Target sequence (Q8N884 whole entry, looked up): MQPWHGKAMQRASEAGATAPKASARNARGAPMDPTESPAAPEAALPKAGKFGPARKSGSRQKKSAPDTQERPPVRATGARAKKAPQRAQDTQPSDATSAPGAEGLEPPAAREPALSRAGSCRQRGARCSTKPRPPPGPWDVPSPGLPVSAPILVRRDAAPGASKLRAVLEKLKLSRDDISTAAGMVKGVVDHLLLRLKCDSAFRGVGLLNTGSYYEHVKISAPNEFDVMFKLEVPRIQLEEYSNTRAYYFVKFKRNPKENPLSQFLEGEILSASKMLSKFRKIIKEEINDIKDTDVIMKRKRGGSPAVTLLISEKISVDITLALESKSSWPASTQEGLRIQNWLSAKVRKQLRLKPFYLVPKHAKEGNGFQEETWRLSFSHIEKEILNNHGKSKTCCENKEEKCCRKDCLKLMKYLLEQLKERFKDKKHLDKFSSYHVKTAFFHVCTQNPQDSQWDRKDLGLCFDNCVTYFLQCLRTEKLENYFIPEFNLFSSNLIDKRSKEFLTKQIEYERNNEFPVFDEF
* = called active by the depositor; · = not tested or not shown; & = joins results of further samples. Unless noted, no stated cut-off is given here; in the data, active means inhibition above about 40%; inactive means the rest.

SMILES,NPYLR7 agonist,mcGAS inh,hcGAS lum
O=C1CCCC(=NNC(=O)C2CCN(S(=O)(=O)c3cccs3)CC2)C1,6,·,-11
COCCNC(=O)c1ccccc1N1CCC(NC(=O)c2ccc(C(F)(F)F)cc2)CC1,-2,-4,-3
COc1ccc(C(=O)N2CCN(C(C(=O)N(C)Cc3ccco3)C3CCCC3)CC2)c(OC)c1 (stereo not given),7,-7,-6
O=C(/C=C/c1cn(S(=O)(=O)c2cccc(C(F)(F)F)c2)c2ccccc12)N1CCCC(O)C1 (stereo not given),-13,·,-4
CCCN(C(=O)CC1CCS(=O)(=O)C1)C1CCCC1 (stereo not given),1,·,-6
CC(=O)NC1C(Oc2ccc(I)cc2)OC(CO)C(O)C1O (stereo not given),17,·,0
COc1cc(CNc2nn[nH]n2)ccc1OCc1ccc(Cl)cc1,-19,·,-1
COc1cccc(C(=O)Nc2ccc(C3SCC(=O)N3c3ccc(F)cc3)cc2)c1 (stereo not given),8,-6,-2
COc1ccc(OC)c(C2CC(c3ccccc3F)=NN2C(=O)CN2CCCCC2)c1 (stereo not given),2,-6,-7
CC1CCc2c(sc3nc(C(C)C)nc(N4CCN(C(=O)NCc5ccccc5)CC4)c23)C1 (stereo not given),16,-4,-7
CC(=O)N1C(C(=O)O)Cc2c([nH]c3ccccc23)C1C (stereo not given),-10,-6,-7
CCOc1ccc(C(=O)Nc2cc(-c3nc4ccccc4o3)ccc2C)cc1[N+](=O)[O-],13,-7,-2
COCCn1cncc1CNc1ncc2c(n1)CCN2c1ccccc1,2,-11,-6
O=C(Cn1nnnc1CN1CCCC1)N1CCN(c2nc3ccccc3o2)CC1,3&0,-4,-1&-3
CCC(=O)Nc1ccc(OCC(=O)N[C@H]2COC[C@@H]2N2CCOCC2)cc1,1,4,3
CC(C)N1CCN(C(=O)CCNc2nccc(N3CCC(O)C3)n2)CC1 (stereo not given),-2,-10,-4
O=C(NC1CC1c1ccccc1)C1(c2ccc(Cl)cc2Cl)CCOCC1 (stereo not given),13,·,-8
COc1ccc(C(=O)N2CCC2(C)C(=O)O)cc1F (stereo not given),0,·,-9
CC(C)CNC(=O)c1cc(NC(=O)c2ccc(C(C)(C)C)cc2)ccc1N1CCCC1,-6,-6,-6
Cc1ncc(-c2ccc(C)c(S(=O)(=O)N[C@@H]3CC[C@@H](N)C3)c2)o1,3,·,-4
NS(=O)(=O)c1ccc2c(c1)SC1=NS(=O)(=O)CCN12,12,·,-4
Cc1ccc(CN2CCN(C(=O)CS(C)(=O)=O)CC2=O)cc1,8,·,-5
Cc1cc(C)n(-c2cccc(CN3CCc4ccc(NC(=O)C5CCCO5)cc4C3)c2)n1 (stereo not given),5,-5,4
O=S(=O)(Nc1cccc(Br)c1)c1ccc(Br)s1,1,·,-3
CCOc1ccc(-c2ccc(=O)n(CCNC(=O)C3CCCCC3)n2)cc1,0,-10,-4
CCOC(=O)N1CCN(C2CCCN(C(=O)c3ccccc3N(C)C)C2)CC1 (stereo not given),2,·,-4
Cc1ccccc1C(=O)N[C@@H]1CCCCC1NC(=O)C1CCN(C(=O)c2ccc(Cl)c(Cl)c2)CC1 (stereo not given in full),13,-5,-3
O=C(CNC(=O)c1ccccc1)NN=Cc1ccccc1F,1,·,-6
CCSc1ncc(CN2CCN(c3nc4ccccc4o3)CC2)cn1,-4,·,-2
CCN1CCN(C2=C(c3c(C)[nH]n(-c4ccc(OC)cc4)c3=O)C(=O)N(Cc3ccccc3)C2=O)CC1,·,-6,-5
CCCC(NC(=O)CC12CC3CC(CC(C3)C1)C2)c1nccn1C (stereo not given),-4,-10,-8
COc1ccc(COC(=O)C2=C(C)NC(=O)NC2c2cccc(OC)c2OC)cc1 (stereo not given),1,·,-4
CCn1nc(C)c(NC(=O)CN2CCC(O)(c3ccc(Cl)cc3)CC2)c1C,12,·,-6
Cc1ccc(Oc2ccc(C(=O)Nc3ccc(Nc4cc(N5CCOCC5)nc(C)n4)cc3)cc2)nn1,-4,·,-8
O=C(NC1CCC(n2cnnc2)CC1)C1CC12CCCC2 (stereo not given),6,-20,-4
CC1(C)O[C@@H]2C[C@@](OCc3cccc(F)c3)(C(=O)NCC3CC3)CC(OCc3cccc(C(F)(F)F)c3)[C@@H]2O1 (stereo not given in full),-1,-6,-6
Fc1ccc(SCc2csc(-c3ccc(Cl)cc3)n2)cc1,4,-6,-4
Cc1ccc(C(C)NC(=O)CN(C(=O)Cn2cnc(C)c2C)C(C)c2ccc(C)c(C)c2)cc1C (stereo not given),-1,·,-3
CCCC(=O)C1=C(c2ccc(Cl)cc2)N(C(=O)CCC)n2c(CC)nnc2S1,8,·,-11
COC(=O)CN1C(=O)N(CCc2ccccc2)C2(CCN(Cc3cc4ccccc4[nH]3)CC2)C1=O,11,-16,-2
CC(C)Cc1cc(-c2nc3c([nH]2)CC(C)(C)CNC3=O)on1,-3,·,-2
CCOC(=O)CSc1nnc(-c2ccccc2OC)n1-c1ccc(OC)cc1,-2,-1,-2
CCCCOc1ccc(S(=O)(=O)NC(=O)C2(C)CCN2C(=O)Cc2ccccc2Cl)cc1 (stereo not given),2,·,-3
CN(C)c1ccc(NC(=O)c2ccco2)cc1CN(CC1CC1)C(=O)c1cccs1,23,-5,-9
CCOc1cc(/C=N\Nc2nc(N3CCOCC3)nc(N3CCOCC3)n2)ccc1O,3,-6,-7
Cc1ccccc1NC(=O)C(C)Sc1nc(N)nc(N)n1 (stereo not given),3,·,-8
COc1cc(N2CCCC(CO)(Cc3cccc(Cl)c3)C2)ncn1 (stereo not given),7,-14,-1
COc1cc(OC)c2cc(C(=O)N3c4ccccc4CC3C)[nH]c2c1OC (stereo not given),-1,-9,-4
O=C1CCC(c2ccccc2)=C(c2ccccc2)N1,-6,·,-3
c1ccc(-c2cnn3cc(CN4CCN(CC5CCCO5)CC4)cnc23)cc1 (stereo not given),2,·,-2
O=C(CN(C(=O)c1ccccc1Cl)C1CC1)N(Cc1ccc(F)cc1)Cc1cccs1,3,-5,-7
O=C(NCc1ccc(N2CCOCC2)nc1)c1cccc(I)c1,13,-7,-5
c1ccc2oc(-c3[nH]ncc3CN3CCN(c4nc5ccccc5o4)CC3)cc2c1,8,-15,-5
COc1ccccc1C(=O)N1C(C(=O)Nc2sc(C)c(C)c2C#N)CC2CCCCC21 (stereo not given),7,·,-3
CCOC(=O)c1c(N)sc2c1CCC(C)C2 (stereo not given),10,-6,-5
CC1CN(C(=O)COC(=O)c2nccnc2N)CC(C)O1 (stereo not given),7,·,-8

Following part:
SMILES,NPYLR7 agonist,mcGAS inh,hcGAS lum
Cc1cc(C)n(-c2nc(C)c(C)c(=O)n2CC(=O)NCc2ccccc2Cl)n1,-4,-8,-10
Nc1nc2c(-c3ccccc3CO)cc(F)cc2s1,-1,·,2
CC1=NC2=C(C(=O)CC(C)(C)C2)C(c2ccc(Cl)c(Cl)c2)C1C#N (stereo not given),5,-2,3
CC(C)C(OC(=O)c1ccc2c(c1)COC2)C(=O)N1CCC(C(N)=O)CC1 (stereo not given),11,·,-8
COc1ccc(CCN(C)c2cc(Oc3ccccc3C)ncn2)cc1OC,·,-5,-2
CCC(CNC(=O)C(=O)N1CCc2ccccc2C1)OC (stereo not given),5,·,-9
COc1ccccc1CCN1CCC(CN(C)C(=O)c2snnc2C)CC1,-2,·,3
CCOCCCN(CC(=O)N(Cc1ccc2c(c1)OCO2)Cc1ccc(C)o1)C(=O)C(CC)c1ccccc1 (stereo not given),-1,-4,0
CCCN(C)c1cc(C(F)(F)F)nc(SCc2ccc(C(=O)N3CCN(C)CC3)o2)n1,5,-4,-2
Cc1cccc(NC(=O)CCC2CCN(C(=O)CCN3CCCCC3=O)CC2)c1,22,·,-8&-6
CCOc1ccc(C(=O)CSc2nccn(-c3cccc4ccccc34)c2=O)cc1,-9,-5,-3
CN(CC1CC(c2ccc(Cl)cc2)=NO1)CC(O)c1ccccc1 (stereo not given),-2,-3,-3
CN(C)C1Cc2ccccc2N(S(=O)(=O)CC2CCCCO2)C1 (stereo not given),8,·,-11
Cc1ccc(N2C(=O)N(Cc3ccccc3)c3ccccc3S2(=O)=O)cc1F,5,·,-2
CN1CCN2CCN(S(=O)(=O)c3ccc(-c4cnco4)s3)CC2C1=O (stereo not given),-1,·,0
O=C(CCl)N1CCN(S(=O)(=O)c2ccccc2F)CC1,-1,·,-6
CC(C(=O)O)n1cc(-c2ncc[nH]2)c2ccccc21 (stereo not given),23,·,-2
Cc1cc(NC(=O)c2nc3ccccc3s2)on1,0,·,0
O=C(CSc1nc(Cl)cc(N2CCN(c3cccc(Cl)c3)CC2)n1)NCc1cccc(C(F)(F)F)c1,2,-6,-10
CCOc1cc(C)c(C(C)C)cc1S(=O)(=O)NC1CCCC1,7,·,-8
Cc1cc(NC(=O)C2CCN(C(=O)c3ccc([N+](=O)[O-])o3)CC2)no1,1,·,-11
CCOC(=O)c1c(CN2CCC(C)CC2)n(C)c2cc(Br)c(OC)cc12,0,-4,-2
COCCCN(CC(=O)N1CCc2sccc2C1COc1ccccc1C)C(=O)c1ccc2c(c1)OCO2 (stereo not given),0,-7,-4
CN(C)c1ccc(NC(=O)C2CCC2)cc1CN(Cc1ccc(F)cc1)S(C)(=O)=O,0,-8,-7
CCOC(=O)C1(Cc2ccccc2F)CCCN(C(=O)c2ccc3c(c2)OCCO3)C1 (stereo not given),5,·,-6
CN(C)CCCN(CC1CCOC(C)(C)C1)C(=O)c1ccco1 (stereo not given),·,0,3
CN1CCN(c2nc3ccccn3c(=O)c2/C=C2\SC(=S)N(CC3CCCO3)C2=O)CC1 (stereo not given),-8,-7,-5
Cc1nn(CCO)cc1CN1CCN(S(=O)(=O)c2ccccc2)CC1,-3,·,-4
CC1Oc2ccc(C(F)(F)F)cc2N(c2cccnc2)C1=O (stereo not given),-5,·,5
CCOC(=O)c1nn(-c2ccccc2)c(=O)cc1OS(=O)(=O)N(C)C,-1,-6,-8
Cc1cccc(COC(=O)c2nnn(-c3ccc(Br)cc3)c2C)c1,-10,0,-1
CCc1ccc(N2C(=O)Cc3c2nc(N)c(C#N)c3N)cc1,9,·,-6
Cc1c(-c2ccccc2)nc2ccccc2c1C(=O)NCc1ccc(Cl)cc1,37,-8,-10
Cc1noc(C)c1C(=O)NCC(O)c1cc(Cl)cc(Cl)c1 (stereo not given),4,·,-12
O=C(O)CCn1cc(Cl)cn1,-8,-2,-3
CNc1cncc(-c2cccc(NC(C)=O)c2)n1,1,·,-15
O=C(Nc1ccccc1OC(F)F)N[C@H](Cc1ccccc1)C(=O)N1CCC(C(=O)N2CCOCC2)CC1,3,-2,1
CC(C)N1CCCCC1C(=O)Nc1cccc(Cn2cnnc2)c1 (stereo not given),6&-3,-9,-6&-7
O=C1/C(=C/c2ccc([N+](=O)[O-])cc2)C=C(c2ccccc2)N1c1ccc(-c2ccccc2)cc1,-1,-3,-1
CC(=O)N1CCN(c2ncccc2CNC(=O)C(O)c2ccc(F)cc2)CC1 (stereo not given),3,-17,-6
CC1(C)CC(=O)CC(=NNC(=O)C23CC4CC(CC(C4)C2)C3)C1,12,·,-10
O=C(O)c1ccc(N2CCN(C(=O)CC3c4cccnc4C(=O)N3c3c(Cl)cccc3Cl)CC2)cc1 (stereo not given),4,-4,-3
O=C(N=Nc1c(O)[nH]c2ccc(Br)cc12)c1ccccc1[N+](=O)[O-],0,-7,-2
